Bioassay records deposited in PubChem by several laboratories.
Phagocytosis inh – blocks phagocytosis by macrophages | J774A.1 macrophage IgG-bead phagocytosis, imaging | inhibition, % at 5 µM | 0.07% of 110,000 active;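 active means inhibition above the mean of the plate negative controls plus 5 SD, cut at about 13% in these data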;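 further: phagocytic index as fraction of beads internalized from green versus red external bead signal; plate controls were DMSO negative control for no effect and cytochalasin-D positive control for full effect; some results beyond the cut were filed as inactive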
GALR2 blocker – blocks the human galanin receptor 2; O43603; 0.39% of 140,000 active; GALR2-expressing cells, antagonist mode; inhibition, % at 4 µM; in the data active means inhibition above about 27%;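 further: cells stimulated with galanin 1-16 at roughly its EC80; 0% = agonist challenge control and 100% = basal control without agonist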
Target sequence (O43603 whole entry, looked up): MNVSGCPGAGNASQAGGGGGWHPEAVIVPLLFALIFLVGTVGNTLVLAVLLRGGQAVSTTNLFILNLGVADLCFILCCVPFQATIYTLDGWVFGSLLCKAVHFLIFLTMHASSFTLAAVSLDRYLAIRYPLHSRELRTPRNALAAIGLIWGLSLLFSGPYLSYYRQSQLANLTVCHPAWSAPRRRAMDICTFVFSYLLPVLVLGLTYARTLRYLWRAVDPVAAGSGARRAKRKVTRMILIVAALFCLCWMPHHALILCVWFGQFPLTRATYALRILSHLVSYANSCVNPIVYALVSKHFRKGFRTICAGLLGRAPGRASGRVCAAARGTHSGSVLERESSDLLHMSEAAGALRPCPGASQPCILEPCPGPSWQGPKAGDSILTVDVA
Measles CPE – protection of cells from measles virus | protection (pct of control), % at 4 µM | Measles virus-infected cells, CPE protection, absorbance | 1.5% of 140,000 active; in the data active means protection mostly above about 24%, no sharp cut-off; inactive means mostly below about 26%; further: some compounds called inactive have numbers as strong as hits
HCT116 bCat-KO – beta-catenin-lacking colon tumor cell growth suppression; HCT116 beta-catenin knockout viability, CellTiter-Glo, 60 h; active compounds read low; viability, % at 10 µM; 1.5% of 140,000 active;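 active means viability at or under a set limit, the compound median less 4 SD, cut at about 6% in these data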;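 further: 0% = Hyamine 1622 control at 20 µM and 100% = untreated cell control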
NPY Y2 blocker – blocks the human neuropeptide Y Y2 receptor. P49146. NPY-Y2 expressing cells, antagonist mode. inhibition, % at 2.7 µM. 0.99% of 140,000 active. AID 793; in the data active means inhibition above about 17%;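 further: 0% = vehicle with agonist challenge and 100% = reference antagonist with challenge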
Target sequence (P49146 whole entry, looked up): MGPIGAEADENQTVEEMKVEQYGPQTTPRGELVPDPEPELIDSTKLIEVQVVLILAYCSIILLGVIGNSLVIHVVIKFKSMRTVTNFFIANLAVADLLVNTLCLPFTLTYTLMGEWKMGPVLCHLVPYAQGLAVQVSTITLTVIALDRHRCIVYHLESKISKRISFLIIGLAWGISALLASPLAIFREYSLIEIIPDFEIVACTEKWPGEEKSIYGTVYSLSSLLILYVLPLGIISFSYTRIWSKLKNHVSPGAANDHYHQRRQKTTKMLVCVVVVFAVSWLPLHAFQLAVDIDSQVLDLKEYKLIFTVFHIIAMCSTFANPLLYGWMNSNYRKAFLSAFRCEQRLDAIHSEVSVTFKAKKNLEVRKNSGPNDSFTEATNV
MRP-1 activ – activators of MRP-1; AID 799; 0.61% of 140,000 active; viability increase, % at 10 µM; H69AR cells + doxorubicin, viability rescue, CellTiter-Glo;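 active means viability gain under doxorubicin at or above a set limit, the compound median plus 3 SD, cut at about 4.7% in these data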;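 further: MRP-1 overexpressing cells given doxorubicin 25 µM after compound pretreatment; 18-22 h compound pretreatment then 72 h with doxorubicin before readout; 0% = doxorubicin-only wells and 100% = vehicle-treated cells without doxorubicin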
E-sel TNF inh – blocks E-selectin expression induced by TNF alpha; inhibition, % at 2 µM; HUVEC TNFa-induced E-selectin immunofluorescence, high content; 0.71% of 120,000 active;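 active means inhibition above the batch mean plus 3 SD, and confirmed as a hit on visual image review, cut at about 43% in these data; inconclusive means passes the inhibition cutoff but fails visual image review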;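 further: 0% = TNF-stimulated DMSO wells and 100% = unstimulated control wells; not every result past the cut was called active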
Yeast growth inh – chemicals that inhibit yeast BB579 growth in restrictive medium (lifespan-shortening candidates) | 0.51% of 140,000 active | S. cerevisiae BB579 growth, OD615, 48 h | inhibition, % at 10 µM;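 active means inhibition above a set limit, 3 SD over the mean compound inhibition, cut at about 44% in these data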; further: inactives centre near -24
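Detection: OD615 turbidity measurement; Material: Saccharomyces cerevisiae DeaD strain BB579, replicative lifespan model yeast; Timing: 48 h exposure, 30 °C; Doses: single 10 µM dose; Medium: CSMM-D restrictive synthetic medium containing dextrose (glucose); Controls: amphotericin B at 10 µg/mL as positive control.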
Yeast lifespan up – yeast lifespan extension | S. cerevisiae growth with nicotinamide, OD615; deaD strain in restrictive glucose medium | inhibition of the nicotinamide effect, % at 10 µM | 0.68% of 130,000 active;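 active means inhibition above a set limit, placed 3 SD over the median of all compounds, cut at about 26% in these data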;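 further: 0% = nicotinamide-treated wells and 100% = cells grown without nicotinamide; some compounds called inactive have numbers as strong as hits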
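Assay system: engineered S. cerevisiae DeaD replicative-lifespan strain, galactose-grown log-phase cells; medium: restrictive CSMM-D dextrose medium; also added: nicotinamide, 1.5 mM, co-present with compound; schedule: 48 h compound exposure at 30 °C, humidified; detection: absorbance at 615 nm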
HCT116 PTEN-null – suppresses growth of cells with PTEN deletion | HCT116 PTEN-null viability, CellTiter-Glo, 60 h; active compounds read low | viability, % at 10 µM | 1.2% of 140,000 active;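 active means viability at or below a set limit, 4 SD under the median of all tested compounds, cut at about 3.7% in these data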;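 further: PTEN knockout HCT116 line with beta catenin targeted HCT116 as companion control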
* hit, by the source's call; ? = inconclusive; . = no result given; + = active, no number. Compounds as they come; about 6.1% have a hit in one of these screens.

(1) COc1ccc(N2CCN(C(=O)Cn3c(=O)[nH]c4ccsc4c3=O)CC2)cc1
(2) CCOC(=O)COn1c(=O)c(C)[n+]([O-])c2ccccc21
(3) COC(=O)c1ccc(COC(=O)CCc2nc(-c3ccccc3)c(-c3ccccc3)o2)cc1
(4) COc1cc(/C=N/NC(=O)C(C)Nc2n[nH]c(=O)[nH]c2=O)cc(OC)c1O (centres undefined)
(5) O=c1nc(N2CCOCC2)ccn1Cc1ccc(Br)cc1
(6) c1cc(-c2nnc3n2CCC3)[nH]n1
(7) Cc1ccc(S(=O)(=O)N2CCCCC2)cc1C(=O)c1nccn1C
(8) Cc1ccc(CNC(=O)Cc2ccc(-n3c(=O)[nH]c4ccsc4c3=O)cc2)cc1

assay / entry	1	2	3	4	5	6	7	8
Yeast growth inh	-39	-18	-37	-38	-4	-8	-32	-57
NPY Y2 blocker	2	4	8	3	-2	2	1	5
HCT116 bCat-KO	94	94	75	93	96	106	100	18
HCT116 PTEN-null	97	96	78	87	97	105	99	17
Yeast lifespan up	-5	-10	-12	1	-16	-4	-15	-2
Measles CPE	4	7	20	5	19	9	3	6
Phagocytosis inh	1	-2	-1	-5	-2	-1	-1	-3
E-sel TNF inh	-7	0	4	.	-17	.	-6	-32
GALR2 blocker	-10	-3	-3	-3	-3	-6	3	-7
MRP-1 activ	-0.9	-2.0	-1.6	-0.4	0.3	-1.5	-1.9	-3.0

(9) Cc1cccc2sc(NC(=O)CN(C)S(=O)(=O)c3cccs3)nc12
(10) COc1ccc(NC(C)C(=O)N/N=C/c2ccccc2OCc2cccc(Br)c2)cc1 (centres undefined)
(11) COc1ccc(S(=O)(=O)N(CC(=O)NC(C)C)Cc2ccccc2)cc1
(12) c1ccc(-c2noc(-c3ccncc3)n2)nc1
(13) COc1ccc2c(-c3ccccc3)cc(SCC(=O)N(C)C3CCS(=O)(=O)C3)nc2c1 (centres undefined)
(14) Cc1cc[n+](-c2[nH]c(=O)sc2/C=N/NC([S-])=Nc2ccccc2)cc1C
(15) Cc1nc2c(ccc3nc(NC(=O)c4ccc5c(c4)OCCO5)sc32)s1
(16) Brc1ccc(-c2nc(-c3cccnc3)no2)o1

assay / entry	9	10	11	12	13	14	15	16
Yeast growth inh	-65	-42	-20	-27	8	-25	-24	-20
NPY Y2 blocker	-1	4	4	1	4	3	3	2
HCT116 bCat-KO	74	16	93	54	81	98	41	86
HCT116 PTEN-null	80	10	107	47	80	95	37	93
Yeast lifespan up	-20	-1	-6	-32	-5	8	-25	-15
Measles CPE	10	16	8	4	26	10	3	20
Phagocytosis inh	0	-1	0	-1	.	-7	1	-1
E-sel TNF inh	11	.	25	.	.	.	?	.
GALR2 blocker	-8	14	-10	-18	2	8	-9	-1
MRP-1 activ	-1.1	-1.4	-0.1	-2.3	-3.8	-0.2	-4.7	-1.9

Rewritten with values under each structure: two of the compounds above.
Every second line gives: Yeast growth inh	NPY Y2 blocker	HCT116 bCat-KO	HCT116 PTEN-null	Yeast lifespan up	Measles CPE	Phagocytosis inh	E-sel TNF inh	GALR2 blocker	MRP-1 activ
12	c1ccc(-c2noc(-c3ccncc3)n2)nc1
  -27	1	54	47	-32	4	-1	.	-18	-2.3
13	COc1ccc2c(-c3ccccc3)cc(SCC(=O)N(C)C3CCS(=O)(=O)C3)nc2c1 (centres undefined)
  8	4	81	80	-5	26	.	.	2	-3.8

An excerpt from above in order of their number in Phagocytosis inh, low to high:
no.	SMILES	Yeast growth inh	NPY Y2 blocker	Yeast lifespan up	Measles CPE	Phagocytosis inh	E-sel TNF inh	GALR2 blocker
14	Cc1cc[n+](-c2[nH]c(=O)sc2/C=N/NC([S-])=Nc2ccccc2)cc1C	-25	3	8	10	-7	.	8
5	O=c1nc(N2CCOCC2)ccn1Cc1ccc(Br)cc1	-4	-2	-16	19	-2	-17	-3
7	Cc1ccc(S(=O)(=O)N2CCCCC2)cc1C(=O)c1nccn1C	-32	1	-15	3	-1	-6	3
1	COc1ccc(N2CCN(C(=O)Cn3c(=O)[nH]c4ccsc4c3=O)CC2)cc1	-39	2	-5	4	1	-7	-10

Later entries.
(17) CC1=C(C)CC(C(=O)NNC(=O)c2csc(C)c2C)C(C(=O)O)C1 (centres undefined)
(18) CCCC1(C(=O)OC)NC(c2ccco2)C2C(=O)N(c3ccc(C)cc3)C(=O)C21 (centres undefined)
(19) CCOC(=O)c1ccc(N(C(=O)c2cnccn2)C(C(=O)NC2CCCCC2)c2cn(C)nc2C)cc1 (centres undefined)
(20) COc1ccccc1-n1c(C)cc(C=O)c1C
(21) CCNc1nc(NCC)n2c(SC(C(=O)Nc3cc(Cl)cc(Cl)c3)c3ccccc3)nnc2n1 (centres undefined)
(22) CC1CCCCN1Cc1ccc(-c2nnn(CC(=O)NC3CCCCC3)n2)cc1 (centres undefined)
(23) CCc1ccccc1N(CC(=O)O)S(C)(=O)=O
(24) Cc1ccc2[nH]c3c(c2c1)CN(C(=O)CN1CCCc2ccccc21)CC3

assay / entry	17	18	19	20	21	22	23	24
Yeast growth inh	-9	-16	10	-7	-32	-22	-15	-72
NPY Y2 blocker	5	-2	1	3	3	-1	2	3
HCT116 bCat-KO	97	91	88	103	1.2*	96	90	53
HCT116 PTEN-null	101	102	99	96	1.2*	97	100	42
Yeast lifespan up	2	3	-12	2	3	.	-4	-1
Measles CPE	18	19	1	20	20	4	8	13
Phagocytosis inh	.	0	.	-2	9	.	2	2
E-sel TNF inh	.	.	-37	8	.	-15	-9	.
GALR2 blocker	15	2	-1	-14	-2	-17	-8	15
MRP-1 activ	-1.9	-2.9	-2.2	-2.0	-5.9	-0.1	-0.1	-3.5

(25) CCOC(=O)Cn1c(=NC(=O)c2ccc([N+](=O)[O-])s2)sc2ccccc21
(26) COCCCNC(=O)CN(c1cccc(Cl)c1C)S(C)(=O)=O
(27) Cc1ccc(NC(=O)NC(=S)NC(=O)c2ccccc2)cc1
(28) Cc1ccc(SCC(=O)NC(=O)Nc2ccc3c(c2)OCCO3)cc1C
(29) COc1cc(Cl)c(C)cc1NC(=O)CSc1ccc(NC(C)=O)cc1
(30) Cc1ccc2nc(NCC(=O)O)nc(-c3ccccc3)c2c1
(31) CCn1c(SCC(=O)c2ccccc2)nnc1-c1cnccn1
(32) Cc1c(CCOC(=O)C23CC4CC(CC(C4)C2)C3)sc[n+]1Cc1ccccc1

assay / entry	25	26	27	28	29	30	31	32
Yeast growth inh	-39	-1	3	-41	-50	-39	-16	10
NPY Y2 blocker	-1	1	3	19*	3	1	0	4
HCT116 bCat-KO	49	89	82	89	86	100	98	76
HCT116 PTEN-null	29	93	95	98	84	101	107	78
Yeast lifespan up	5	-1	6	8	-4	-18	-9	2
Measles CPE	2	24	3	6	10	18	22	4
Phagocytosis inh	-10	.	-11	-7	-7	.	0	-7
E-sel TNF inh	.	-5	15	-22	-8	-6	8	.
GALR2 blocker	5	-7	4	-2	13	1	-4	-6
MRP-1 activ	-4.8	-2.8	1.5	-1.8	0.9	-1.1	-1.1	-2.0

(33) Cc1nnc(NC(=O)CN2C(=O)c3ccccc3S2(=O)=O)s1
(34) COC(=O)C1=C(C)NC(C)=C(C(=O)OC)C1c1ccc2ccccc2n1
(35) CCCCN(CC)Cc1ccc(CNC(=O)Nc2ccc(OCC)cc2)o1
(36) CC(NC(=O)Cn1cnc([N+](=O)[O-])n1)c1ccccc1 (centres undefined)
(37) CC(=O)c1ccccc1OCC(O)CN1CCN(C(c2ccccc2)c2ccccc2)CC1 (centres undefined)
(38) CCCCNc1oc(-c2ccc(OC)cc2)nc1S(=O)(=O)c1ccccc1
(39) CCOC(=O)c1c(C)c(C(=O)Nc2ccccc2)c(C)n1CC
(40) COc1ccc(CN=Cc2c(C(F)(F)F)[nH][nH]c2=O)cc1

assay / entry	33	34	35	36	37	38	39	40
Yeast growth inh	-40	-63	-31	-55	15	-21	-41	-18
NPY Y2 blocker	2	0	3	0	8	0	8	5
HCT116 bCat-KO	106	95	84	97	38	95	86	92
HCT116 PTEN-null	103	90	96	102	37	96	94	99
Yeast lifespan up	-4	3	0	0	-20	5	-22	-6
Measles CPE	4	5	8	29	6	18	6	5
Phagocytosis inh	0	0	2	.	1	.	-2	.
E-sel TNF inh	-4	.	7	8	12	10	-18	-4
GALR2 blocker	-7	-5	3	1	-3	2	7	-7
MRP-1 activ	-0.8	-1.1	-3.2	0.5	-5.8	6.2*	-1.9	-0.7

(41) CN(C)S(=O)(=O)c1cccc(NC(=O)c2cncc(Br)c2)c1
(42) Cc1ccc(Nc2nc(N)nc(CN3CCN(c4ccccc4)CC3)n2)cc1Cl
(43) O=C1CC(C(=O)N(CC2CCCO2)C(C(=O)NC2CCCCC2)c2ccncc2)CS1 (centres undefined)
(44) CCCCc1ccc(N=N/C(C(=O)Nc2cc(OC)c(NC(C)=O)cc2OC)=C(/C)O)cc1
(45) O=C(NC1CCCCC1)C(c1ccncc1)N(CC1CCCO1)C(=O)C(F)(F)F (centres undefined)
(46) O=S(=O)(NCc1ccncc1)c1ccc(S(=O)(=O)NCC2CCCO2)cc1 (centres undefined)
(47) Cc1ccc(NC(=S)c2ccc(N(C)C)cc2)cc1
(48) O=C(CCC1CC(=O)Nc2ccccc21)NCc1ccc(F)cc1 (centres undefined)
(49) O=C(NCc1ccco1)C12CC3CC(C1)CC(C(=O)NCc1ccco1)(C3)C2

assay / entry	41	42	43	44	45	46	47	48	49
Yeast growth inh	-2	-26	-14	6	0	-46	-31	-27	-48
NPY Y2 blocker	2	3	1	2	0	-1	3	-2	1
HCT116 bCat-KO	81	56	94	95	96	85	85	95	94
HCT116 PTEN-null	76	45	95	89	108	87	92	95	101
Yeast lifespan up	10	-5	-4	-2	-19	-5	-1	-7	-3
Measles CPE	8	2	9	14	3	4	13	39	15
Phagocytosis inh	0	+	.	-9	0	-1	-8	-2	-1
E-sel TNF inh	-1	20	.	.	-27	0	.	10	-8
GALR2 blocker	7	1	4	7	-8	-9	4	4	-5
MRP-1 activ	-1.7	-4.0	-1.5	-2.0	-2.9	-0.9	1.9	-2.8	-3.0
